TRPM1 prom inh – inhibitors of MITF-driven TRPM1 promoter in melanoma cells; inhibition, % at 12.5 µM; SK-MEL-5 TRPM1 promoter luciferase, 24 h; AID 488899; 330,000 tested, 0.83% active;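 active = mean inhibition across replicates of 60% or more, whatever share of single replicates reaches that level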; also: values of inactives mirror those of a sister screen read the other way
hiPSC survival – hiPSC single-cell survival enhancement; ATPlite luminescence; 100% = ROCK inhibitor wells, 0% = DMSO; survival enhancement, % at 20 µM; 360,000 tested, 0.044% active; in the data active = survival enhancement above about 18%;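 also: cells exposed to compounds for 16 hours before the ATP read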
NR2E3 ag-1 – agonists of human nuclear receptor NR2E3. Q9Y5X4. GST-NR2E3/biotin-RetCOR TR-FRET, 1536-well. inhibition of corepressor binding, % at 4.78 µM. 320,000 tested, 0.12% active. AID 2300;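 active = percent inhibition above the cutoff of mean plus 3 SD of all tested compounds, set per screening campaign, cut at about 20% in these data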;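 also: 0% = DMSO wells and 100% = biotin wells as full block of FRET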
Target sequence (Q9Y5X4 whole entry, looked up): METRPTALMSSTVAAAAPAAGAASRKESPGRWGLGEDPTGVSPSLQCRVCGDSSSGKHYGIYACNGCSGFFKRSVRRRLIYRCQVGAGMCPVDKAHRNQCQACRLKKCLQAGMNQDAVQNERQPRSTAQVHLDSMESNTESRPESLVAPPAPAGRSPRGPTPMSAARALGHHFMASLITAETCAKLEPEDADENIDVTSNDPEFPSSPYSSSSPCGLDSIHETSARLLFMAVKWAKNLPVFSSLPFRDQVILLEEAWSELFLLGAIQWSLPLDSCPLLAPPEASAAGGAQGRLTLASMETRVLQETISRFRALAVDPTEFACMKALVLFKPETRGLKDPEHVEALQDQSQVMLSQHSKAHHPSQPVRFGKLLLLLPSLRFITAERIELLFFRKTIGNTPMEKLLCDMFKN
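system = GST-tagged NR2E3 plus biotinylated RetCOR corepressor | input = 1.35 nM GST-NR2E3 | also added = 7 nM biotin-RetCOR | schedule = 5 h incubation at 4 °C | measured by = TR-FRET with europium anti-GST and streptavidin-D2, 340 nm excitation | read-out = percent loss of FRET ratio relative to control wells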
PDI inh – PDI (human) enzyme inhibition | 350,000 tested, 0.052% active | PDI insulin aggregation turbidity, A650, 90 min | inhibition, % at 10 µM | P07237 | AID 588391;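 active = mean inhibition across replicates of 30% or more, whatever share of single replicates reach that level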;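 also: absorbance from insulin aggregation driven by PDI reduction with DTT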
Target sequence (P07237 whole entry, looked up): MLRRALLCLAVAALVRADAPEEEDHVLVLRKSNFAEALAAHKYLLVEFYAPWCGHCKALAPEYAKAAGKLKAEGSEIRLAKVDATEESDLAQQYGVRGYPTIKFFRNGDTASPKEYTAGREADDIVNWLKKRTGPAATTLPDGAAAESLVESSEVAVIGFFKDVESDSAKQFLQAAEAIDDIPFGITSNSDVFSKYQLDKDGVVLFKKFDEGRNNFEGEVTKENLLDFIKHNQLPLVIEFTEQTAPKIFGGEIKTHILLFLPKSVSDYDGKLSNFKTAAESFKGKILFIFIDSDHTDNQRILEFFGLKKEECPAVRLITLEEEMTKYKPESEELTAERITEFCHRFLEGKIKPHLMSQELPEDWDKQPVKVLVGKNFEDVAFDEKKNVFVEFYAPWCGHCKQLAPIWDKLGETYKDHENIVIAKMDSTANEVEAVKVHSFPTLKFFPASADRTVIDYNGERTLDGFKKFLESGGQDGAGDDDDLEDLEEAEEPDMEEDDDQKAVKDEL
H9c2 protect – modulators protecting cardiomyocytes from myocardial damage; 360,000 tested, 0.63% active; H9c2 cardiomyocytes, H2O2 injury protection, ATPLite, 2 h; AID 588492; protection from H2O2 cell death, % at 20 µM;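 active = compounds giving at least 50% protection of heart cells from peroxide-induced death in the single-dose screen, raw or plate-pattern-corrected value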;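 also: 0% = DMSO wells with peroxide and 100% = DMSO wells without peroxide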
Shn3 inh set2 – Schnurri-3 reporter inhibition in Clone20 osteoblasts. Clone20 osteoblast Shn3 3'UTR firefly luciferase, 24 h. inhibition, % at 12.5 µM. 360,000 tested, 0.52% active;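 active = mean inhibition of at least 75% with every replicate also reaching 75%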;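 also: 0% = median of neutral control wells and 100% = pilot-screen positive control compound; some compounds past the cut are filed as inactive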
CaV13 ICDI inh – Primary screen for inhibitors of IQ motif and Ca2+-dependent inactivation inhibitor domain binding in CACNA1D, Förster resonance energy transfer in living cells, …; HEK cells, CFP/YFP FRET ICDI-IQ, plate reader, 10 min; percent FRET-ratio fall versus neutral wells; inhibition, % at 12.3 µM; 340,000 tested, 0.098% active; AID 743397;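 active = mean replicate inhibition of at least 30% and at least 1% of replicates passing that level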;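 also: 0% = median of the neutral control wells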
Peg3 promoter – inhibitors of Peg3 promoter; AID 588405; inhibition, % at 20 µM; 360,000 tested, 1.7% active; HeLa PEG-Prom luciferase reporter, luminescence, overnight;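 active = inhibition of at least 50% at 20 µM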
NR2E3 ag-2 – agonists of human NR2E3 nuclear receptor. Q9Y5X4. CHO-S Gal4-NCOR/VP16-NR2E3 two-hybrid, luciferase. inhibition of corepressor binding, % at 3.98 µM. 360,000 tested, 0.35% active. AID 602229;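 active = inhibition above the mean of all tested compounds plus 3 SD, cut at about 70% in these data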;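 also: 0% = DMSO with NR2E3 transfected cells and 100% = cells lacking NR2E3 construct; higher means lower luciferase signal from less NR2E3 corepressor binding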
HIF-2a inh – blocks HIF-2a reporter activity; 786-0 RCC cells HIF-2a reporter, luciferase luminescence, overnight; inhibition, % at 18.8 µM; 360,000 tested, 0.72% active;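 active = inhibition of the luminescence signal of 40% or more relative to plate controls, in a single-dose primary screen at 18.75 µM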
m5-HT2A agonist – agonists of mouse serotonin 5-HT2A receptor (HTR2A). P35363. CHO-K1 mHTR2A beta-arrestin complementation, luminescence; percent of 30 µM serotonin response. activation, % at 7.6 µM. 360,000 tested, 0.66% active;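 active = activation above a run cutoff, the mean activation of all tested compounds plus 3 SD, cut at about 14% in these data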;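 also: 0% = plate median of compound wells and 100% = 30 µM serotonin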
The depositor's hits bear a star; . = not tested or not shown.

SMILES	TRPM1 prom inh	hiPSC survival	NR2E3 ag-1	PDI inh	H9c2 protect	Shn3 inh set2	CaV13 ICDI inh	Peg3 promoter	NR2E3 ag-2	HIF-2a inh	m5-HT2A agonist
COc1ccc(C2CC(c3cccc(C)c3)n3nc(N)nc3N2)cc1 (configuration not stated)	-2	-0.3	1	.	2	5	-3	-14	5	1	-1
COc1ccc(-c2cc(C(=O)N3CCN(c4ccc(F)cc4)CC3)no2)cc1	6	0.0	2	-4	-3	8	-3	-7	-11	-7	-6
Cc1cc(=O)c(C(=O)Nc2cccc(N3CCCC3=O)c2)nn1-c1ccccc1Cl	-5	-0.5	-2	-6	2	5	-6	18	-2	6	-3
Cc1onc(-c2ccccc2Cl)c1C(=O)N1CCc2ccccc21	10	0.2	-1	4	13	14	-10	14	-11	-7	1
CC(OC(=O)c1ccc(Cl)c(S(=O)(=O)N2CCOCC2)c1)C(=O)Nc1ccc(S(N)(=O)=O)cc1 (configuration not stated)	-12	-0.3	0	-1	-4	42	-6	10	8	5	-5
O=C(O)c1ccc(-n2nc(-c3ccccc3)c3ccccc3c2=O)cc1	-2	-0.1	2	8	9	4	-7	-7	5	5	-4
Cn1nnnc1SCCNCC#Cc1ccccc1	-4	2.6	-3	-10	2	-16	-9	-2	-1	3	-1
COc1ccccc1CNC(=O)c1ccc(OC(F)F)c(OC)c1	-18	-0.6	3	-5	17	14	-4	14	17	5	-3
COc1cc(-c2nnc(SCC(=O)c3ccccc3)o2)cc(OC)c1OC	4	0.0	3	6	7	6	-9	9	-31	-25	11
CC(c1ccccc1C(O)c1ccccc1)N(C)C (configuration not stated)	5	-0.2	2	0	-3	-3	-9	3	-22	-1	2
CCc1ccc(S(=O)(=O)NCc2ccc(N3CCN(C)CC3)cc2)cc1	-7	0.2	-1	-11	-6	7	-21	2	33	9	3
C[C@@H]1CN(Cc2nnnn2CC(=O)NCCCn2cccn2)C[C@H](C)O1	.	0.5	.	-3	7	-11	-5	1	-12	10	3
CC(C)(C)c1ccc(-n2ncc3c2CCCC3NC(=O)CCN2CCCO2)cc1 (configuration not stated)	14	-0.6	1	-4	-5	54	-7	-13	66	-8	8
O=C(CSc1ccccc1F)NNC(=O)c1ccncc1	-8	-0.3	-2	-10	3	-10	-16	-5	-21	10	-5
COCCN1Cc2cccc(C(=O)NC3CCCCCC3)c2C1=O	14	-1.4	4	-2	4	-6	-18	3	-20	-3	2
Cc1sc(NC(=O)c2ccco2)c(C(Nc2ccccn2)c2ccccc2)c1C (configuration not stated)	1	-1.5	1	4	-3	9	-5	17	-24	9	8
COc1ccccc1CNC(=O)COC(=O)CC1CC2CCC1C2 (configuration not stated)	3	-2.2	6	3	-2	6	-5	-6	-31	-4	-4
Cn1cnnc1Sc1ccc(C(=O)OCC(=O)Nc2cc(Cl)cc(Cl)c2)cc1[N+](=O)[O-]	6	0.0	-3	1	4	15	-6	-8	16	6	-6
O=C(O)C1CCCCC1C(=O)Nc1ccc(S(=O)(=O)N2CCCCC2)cc1 (configuration not stated)	-4	0.7	-3	4	-1	0	-5	9	-21	-3	-11
Cc1ccc([N+](=O)[O-])cc1Nc1nc(N2CCCC2)nc(N2CCCC2)n1	16	-0.5	7	0	18	5	-21	31	0	21	-4
O=C(Cc1c(Cl)cccc1Cl)Nc1ccc(S(=O)(=O)Nc2ncccn2)cc1	8	1.0	6	10	0	16	-7	-9	-24	6	1
CCn1c(Cc2ccccc2)nnc1SCC(=O)Nc1cc(C)on1	3	0.5	0	-3	2	20	-3	15	-6	5	-2
CN1CCN(C(=O)C2CCN(S(=O)(=O)c3ccccc3[N+](=O)[O-])CC2)CC1	-6	-0.5	1	-1	14	-8	-3	3	9	7	-4
COc1ccccc1CNC(=O)COC(=O)Cc1cccc(F)c1	-9	-0.4	-1	2	5	-4	-6	5	-24	7	-1
CCc1ccc(OCC(=O)NNC(=O)Cc2ccc(S(=O)(=O)N3CCOCC3)s2)cc1	-2	-0.4	-1	6	-8	-9	-6	4	-14	9	-2

Following part:
SMILES	TRPM1 prom inh	hiPSC survival	NR2E3 ag-1	PDI inh	H9c2 protect	Shn3 inh set2	CaV13 ICDI inh	Peg3 promoter	NR2E3 ag-2	HIF-2a inh	m5-HT2A agonist
N#Cc1cccc(NCC(=O)Nc2cccc(S(=O)(=O)N3CCCCC3)c2)c1	11	-0.5	-2	8	-6	6	-6	21	10	13	0
O=C(CNC(=O)c1ccc2c(c1)OCCO2)N/N=C/c1ccc([N+](=O)[O-])cc1	2	-0.6	1	9	-3	-1	-2	16	-5	11	-3
Cc1cc(NS(=O)(=O)c2ccc(NC(=O)CCc3ccccc3)cc2)no1	-8	1.4	4	-1	0	-10	.	30	2	14	8
COc1cc2nc(=S)n(CCCN3CCOCC3)c(N)c2cc1OC	6	0.0	.	-4	0	4	.	-7	-16	13	3
Cc1ccc(Oc2ncnc(N)c2[N+](=O)[O-])cc1	-2	-0.5	2	0	-5	-9	-1	2	-1	14	4
COc1ccc(N2C(=O)NC3CC2(C)Oc2ccc(Cl)cc23)cc1OC (configuration not stated)	0	2.0	0	-3	-4	11	0	26	-28	15	3
Nc1ccc(Oc2cc(N)cc(Oc3ccccc3)c2)cc1	-81	0.4	-1	-17	-4	-61	-17	-288	-126	-226	5
CCOC(=O)c1ccc(N=Cc2cnc(N)nc2N)cc1	1	2.0	.	0	-5	-21	-8	-19	7	-20	-12
CCOc1ccc(NC(=O)CCC(=O)OC)cc1	4	1.3	-3	-3	10	-2	-9	0	14	1	5
COc1ccc(CNC(=O)/C=C/c2cc3c(cc2Br)OCO3)cc1	-6	-3.0	2	-1	-11	7	.	-43	-24	4	-2
COCCN(C(=O)CCC(=O)Nc1cccnc1)C(C(=O)NC1CCCCC1)c1ccccc1 (configuration not stated)	1	2.7	0	-6	-1	-12	.	-5	8	0	-4
COc1ccc(CCN(Cc2cccs2)S(=O)(=O)c2ccc(S(=O)(=O)N3CCCCCC3)cc2)cc1OC	15	-3.2	1	3	2	10	-4	15	-11	17	-4
COc1ccc(OCC(=O)Nc2ccccc2N2CCN(C)CC2)cc1	-3	0.5	-2	5	10	13	-20	4	-10	13	5
Cc1occc1-c1nnc(SCC(=O)Nc2ccc(F)cc2)n1C	-7	0.6	2	-3	-1	5	-4	-24	9	-15	-1
COc1cc(Br)ccc1NC(=O)c1ccccc1-c1ccccc1C(=O)O	-1	-0.1	-2	5	-1	11	-45	16	-3	19	-3
O=C(Nc1ccc(-c2cccc(F)c2)cc1)C1CCCN(Cc2ccccn2)C1 (configuration not stated)	-14	-0.4	0	9	-2	18	-7	20	-18	-10	-6
COC(=O)c1ccc(NC(=O)C2CCCN2S(=O)(=O)c2ccc(F)cc2)cc1 (configuration not stated)	-6	-2.3	-2	-6	18	-9	-1	10	-15	12	1
Cc1ccc(O)c(-c2cc(-c3ccccc3F)[nH]n2)c1	-22	-2.2	3	-3	-16	-24	.	-227	-110	-257	7
CC(C)N(C)S(=O)(=O)c1ccc(NC(=O)CSC(=S)N2CCCC2)cc1	10	-0.3	-2	0	-2	-2	-7	5	-32	21	-5
CCOc1ccc(/C=N/OCC(=O)Nc2cc(C)on2)cc1	3	0.1	0	0	-4	13	-5	9	-4	0	-4
O=C(CSc1ncn[nH]1)N1N=C2/C(=C\c3ccco3)CCCC2C1c1ccco1 (configuration not stated)	3	0.3	.	-5	-5	22	-5	18	-18	-7	6
COc1cc(OC)cc(C(=O)OCC(=O)Nc2cccc(S(=O)(=O)NC3=NCCCCC3)c2)c1	1	-1.5	.	0	-4	13	-3	4	10	22	-4
COc1ccccc1NS(=O)(=O)c1ccc2c(c1)NC(=O)CC(=O)N2	-3	-0.4	1	7	20	-9	-3	0	-25	10	0
CCOc1ccc(OCC)c(NC(=O)CSCC(=O)O)c1	12	5.2	1	-12	7	5	.	5	-10	4	-1
CCCn1c(CNC(=O)c2cccs2)nc2ccccc21	.	2.1	-2	.	21	9	-7	14	-28	5	-4

3 of the compounds above, with bars between the fields.
canonical_smiles | TRPM1 prom inh | hiPSC survival | NR2E3 ag-1 | PDI inh | H9c2 protect | Shn3 inh set2 | CaV13 ICDI inh | Peg3 promoter | NR2E3 ag-2 | HIF-2a inh | m5-HT2A agonist
N#Cc1cccc(NCC(=O)Nc2cccc(S(=O)(=O)N3CCCCC3)c2)c1 | 11 | -0.5 | -2 | 8 | -6 | 6 | -6 | 21 | 10 | 13 | 0
O=C(CNC(=O)c1ccc2c(c1)OCCO2)N/N=C/c1ccc([N+](=O)[O-])cc1 | 2 | -0.6 | 1 | 9 | -3 | -1 | -2 | 16 | -5 | 11 | -3
Cc1cc(NS(=O)(=O)c2ccc(NC(=O)CCc3ccccc3)cc2)no1 | -8 | 1.4 | 4 | -1 | 0 | -10 | . | 30 | 2 | 14 | 8

Remaining list, next part
SMILES	TRPM1 prom inh	hiPSC survival	NR2E3 ag-1	PDI inh	H9c2 protect	Shn3 inh set2	CaV13 ICDI inh	Peg3 promoter	NR2E3 ag-2	HIF-2a inh	m5-HT2A agonist
O=C(CN1C(=O)c2ccccc2S1(=O)=O)N1CCCCC1	13	0.1	2	-5	2	7	-3	-176	3	-140	3
COc1ccc(N(C(C)C(=O)N(C)Cc2ccccc2)S(C)(=O)=O)cc1 (configuration not stated)	1	0.1	2	-1	7	5	-12	-3	22	7	3
O=C(NC1(C(F)(F)F)N=C2SCCN2C1=O)c1ccccc1F (configuration not stated)	.	1.9	-3	3	10	-5	10	3	3	15	1
Cc1cccc(/C=C2/SC(=O)N(Cc3ccccc3)C2=O)n1	-13	-1.4	2	3	-10	-4	-8	-4	19	-69	1
O=C(CCCn1cc([N+](=O)[O-])cn1)N1CCCCC1	-3	-0.6	2	3	9	7	-1	-5	-8	-3	-2
CC(=O)OC[C@@H]1CN(Cc2ccccc2)C[C@H](n2cnc3c(NC4CC4)ncnc32)O1	.	2.4	.	4	1	0	-11	9	-15	17	0
O=C(N/N=C/c1cccc(F)c1)c1c(O)c2ccccc2[nH]c1=O	42	-0.2	4	-6	-28	56	-4	22	-21	-16	-2
O=C(CN1C(=O)c2ccccc2C1=O)Nc1ccccc1F	8	7.2	2	-2	4	-10	-2	11	-23	4	-4
CCN(CC(=O)Nc1c(F)cccc1F)C(=O)c1cc(-c2cccs2)nn1-c1ccccc1	3	0.0	1	5	33	8	-4	58*	11	5	3
O=C1c2ccccc2C(=O)N1c1ccc(S(=O)(=O)N2CCN(c3ccccc3)CC2)cc1	5	0.9	0	-4	-6	10	.	3	-5	-1	10
Cc1cccc2cc(C(c3nnnn3CC3CCCO3)N3CCCc4ccccc43)c(=O)[nH]c12 (configuration not stated)	8	9.8	2	-1	8	24	-5	17	-4	-28	-2
CN(Cc1ccccc1)C(=O)COC(=O)CCN1C(=O)C2CC=CCC2C1=O (configuration not stated)	13	-0.4	0	8	-8	3	-3	8	-12	6	1
Cc1cccc2cc(COC(=O)c3cccnc3)c(=O)[nH]c12	13	0.6	0	-2	10	11	0	11	-11	4	-4

Screens from PubChem BioAssay.
